# AID772: HT29 colon tumor cell growth inhibition, primary screen, imaging, high content imaging, 72 h, CellTiter-Glo (AID 772). hit rate 0.6% among 3,300. HT29 cell growth, HCS imaging cell count, 72 h; hits give high values. growth inhibition, % at 10 µM;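 active = growth inhibition above 90%, meaning viable cell count cut by more than 90% versus vehicle controls; inactive = growth inhibition below 90%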
# AID364: Jurkat cell viability reduction – Jurkat E6.1, NIH starter set, primary screen (AID 364) | Jurkat E6.1 viability, ATP luminescence, 48 h; higher % means a stronger effect | inhibition, % at 4 µM; hits with a dose series show CC50 in µM | hit rate 2% among 3,300;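 active = concentration giving half-maximal inhibition at or below 20 micromolar; inactive = half-maximal concentration above 20 micromolar, or not dose tested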;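 note: 100% = cells treated with 4 µM doxorubicin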
# A549 NSCLC growth: A549 NSCLC cell proliferation inhibitors – ATP luminescence, human non-small cell lung line, primary screen (AID 371) | hit rate 8.4% among 3,300 | growth inhibition, % at 10 µM | A549 growth inhibition, ATP luminescence; hits give high values;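 active = mean growth inhibition over the two runs of 50% or more; inactive = mean growth inhibition under 50%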;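 note: compound exposure lasted 72 h before the ATP read; 0% = untreated cell signal and 100% = no luminescence left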
# HT29 cell growth-1: HT29 colon tumor cell growth inhibition, primary screen, imaging, high content imaging, 24 h, CellTiter-Glo (AID 770). HT29 cell number by imaging, 24 h; hits give high values. growth inhibition, % at 10 µM. 3,300 tested, under 10 active;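 active = growth inhibition above 90% in viable cell count at a single dose; inactive = growth inhibition below 90%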
# HT29 cell growth-2: HT29 colon tumor cell growth inhibition, primary screen, imaging, high content imaging, 48 h, CellTiter-Glo (AID 771); HT29 cell growth, HCS imaging cell count, 48 h; hits give high values; growth inhibition, % at 10 µM; hit rate 2% among 3,300;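 active = growth inhibition above 90%, meaning viable cell count by imaging cut by more than 90% versus vehicle controls; inactive = growth inhibition below 90%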;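 note: percent fewer viable cells counted by imaging than vehicle controls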
# HT29 cell growth-1 condensed nuclei: recorded beside HT29 cell growth-1, whose call it bears; condensed nuclei, %; measured here: percent cells with condensed nuclei;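 share of cells whose nuclear area falls below control median minus 1.5 SD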
# HT29 cell growth-1 ATP viability: further read-out of HT29 cell growth-1, marked with its call; growth inhibition, %; measured here: ATP CellTiter-Glo viability
# HT29 cell growth-2 condensed nuclei: also measured in HT29 cell growth-2; calls as there; condensed nuclei, %; measured here: percent cells with condensed nuclei;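 condensed means Hoechst nuclear area under control median minus 1.5 SD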
# HT29 cell growth-2 ATP viability: further read-out of HT29 cell growth-2, marked with its call; growth inhibition, %; measured here: ATP CellTiter-Glo viability inhibition
# AID772 condensed nuclei: also measured in AID772; calls as there; condensed nuclei, %; measured here: percent cells with condensed nuclei;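 condensed means nuclear area below control median minus 1.5 SD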
# AID772 second: further read-out of AID772, marked with its call; growth inhibition, %; measured here: ATP CellTiter-Glo viability
# * = called active by the depositor; nt = not tested or not shown.
1. CN(C)[C@@H]1C(=O)C(C(N)=O)=C(O)[C@@]2(O)C(=O)C3=C(O)c4c(O)cccc4[C@@](C)(O)[C@H]3C[C@@H]12
2. COc1ccc(OC)c([C@@H](O)[C@H](C)NC(C)(C)C)c1
3. CN1CCN(C(=O)OC2c3nccnc3C(=O)N2c2ccc(Cl)cn2)CC1 (stereo unspecified)
4. CC(C)C(=O)N1CCN(CCN=Cc2c(O)n(C)c(=O)n(C)c2=O)CC1
5. Cc1c(N=Cc2c(O)n(Cc3ccco3)c(=O)[nH]c2=O)c(=O)n(-c2ccccc2)n1C
6. CCCC(C)(COC(N)=O)COC(=O)NC(C)C (stereo unspecified)

assay / entry	1	2	3	4	5	6
AID772	8	31	-22	-36	44	-35
AID772 condensed nuclei	3	7	2	5	4	5
AID772 second	20	22	-19	-10	17	9
AID364	-3%	-6%	-7%	2%	-4%	5%
A549 NSCLC growth	1	-4	1	0	0	-3
HT29 cell growth-1	-17	-12	-2	14	5	0
HT29 cell growth-1 condensed nuclei	2.5	2.8	7.5	3.6	3.0	3.6
HT29 cell growth-1 ATP viability	-10	9	7	-4	6	9
HT29 cell growth-2	-29	3	-32	21	26	-30
HT29 cell growth-2 condensed nuclei	1.7	1.7	3.3	2.1	1.8	3.2
HT29 cell growth-2 ATP viability	nt	nt	nt	-9	6	nt

7. O=C1NC(=O)C(C/C=C/c2ccccc2)C(=O)N1
8. CCn1c(O)c(C(=O)CC2NCCc3ccccc32)c(=O)n(CC)c1=S (stereo unspecified)
9. O=C1CC[C@@]2(O)[C@H]3Cc4ccc(O)c5c4[C@@]2(CCN3CC2CC2)[C@H]1O5
10. O=C(CCCN1CCC2(CC1)C(=O)NCN2c1ccccc1)c1ccc(F)cc1
11. OC(Cc1ccccc1)(c1ccccc1)C1CN2CCC1CC2 (stereo unspecified)
12. CN1CCC(OC(=O)C2c3ccccc3Oc3ccccc32)CC1

assay / entry	7	8	9	10	11	12
AID772	-31	39	-50	16	76	59
AID772 condensed nuclei	3	6	3	2	15	2
AID772 second	-45	-2	-34	-14	77	32
AID364	-9%	12%	0%	-3%	5%	1%
A549 NSCLC growth	6	49	1	54*	34	13
HT29 cell growth-1	6	42	6	3	-4	-16
HT29 cell growth-1 condensed nuclei	11	4.2	1.9	5.0	7.9	2.3
HT29 cell growth-1 ATP viability	-14	16	-18	-16	-8	-3
HT29 cell growth-2	10	65	30	-16	65	11
HT29 cell growth-2 condensed nuclei	2.6	0.7	4.7	3.6	22	4.4
HT29 cell growth-2 ATP viability	-16	7	nt	nt	39	12

13. NCC1(CC(=O)O)CCCCC1
14. Cc1ccc(C)c(C2(O)CC(C)N(C)CC2C)c1 (stereo unspecified)
15. CCOCCN1CCC(OC(C)=O)C(C)C1 (stereo unspecified)
16. CCCCC1(CN2CCCC2=O)C(=O)NC(=O)NC1=O
17. Nc1ncc(P(=S)(N2CCOCC2)N2CCOCC2)s1
18. COc1ccc2c(c1)c(C(=O)O)c(C)n2CC(C)C

assay / entry	13	14	15	16	17	18
AID772	3	-34	7	19	-37	14
AID772 condensed nuclei	7	7	4	7	4	3
AID772 second	-1	-33	-27	-3	-48	-17
AID364	3%	-9%	0%	21%	-3%	2%
A549 NSCLC growth	1	-2	1	3	1	-3
HT29 cell growth-1	6	-41	-12	11	6	-7
HT29 cell growth-1 condensed nuclei	3.3	2.8	2.9	1.5	2.2	4.6
HT29 cell growth-1 ATP viability	-3	-4	-9	-18	3	1
HT29 cell growth-2	-16	0	28	4	-2	6
HT29 cell growth-2 condensed nuclei	5.1	2.3	2.6	3.1	1.3	4.2
HT29 cell growth-2 ATP viability	nt	1	-6	-37	-19	-13

# An excerpt from above in order of number of heavy atoms, rising.
6. CCCC(C)(COC(N)=O)COC(=O)NC(C)C (stereo unspecified)
16. CCCCC1(CN2CCCC2=O)C(=O)NC(=O)NC1=O
11. OC(Cc1ccccc1)(c1ccccc1)C1CN2CCC1CC2 (stereo unspecified)
12. CN1CCC(OC(=O)C2c3ccccc3Oc3ccccc32)CC1
9. O=C1CC[C@@]2(O)[C@H]3Cc4ccc(O)c5c4[C@@]2(CCN3CC2CC2)[C@H]1O5
4. CC(C)C(=O)N1CCN(CCN=Cc2c(O)n(C)c(=O)n(C)c2=O)CC1
10. O=C(CCCN1CCC2(CC1)C(=O)NCN2c1ccccc1)c1ccc(F)cc1
5. Cc1c(N=Cc2c(O)n(Cc3ccco3)c(=O)[nH]c2=O)c(=O)n(-c2ccccc2)n1C

assay / entry	6	16	11	12	9	4	10	5
AID772	-35	19	76	59	-50	-36	16	44
AID772 condensed nuclei	5	7	15	2	3	5	2	4
AID772 second	9	-3	77	32	-34	-10	-14	17
AID364	5%	21%	5%	1%	0%	2%	-3%	-4%
A549 NSCLC growth	-3	3	34	13	1	0	54*	0
HT29 cell growth-1	0	11	-4	-16	6	14	3	5
HT29 cell growth-1 condensed nuclei	3.6	1.5	7.9	2.3	1.9	3.6	5.0	3.0
HT29 cell growth-1 ATP viability	9	-18	-8	-3	-18	-4	-16	6
HT29 cell growth-2	-30	4	65	11	30	21	-16	26
HT29 cell growth-2 condensed nuclei	3.2	3.1	22	4.4	4.7	2.1	3.6	1.8
HT29 cell growth-2 ATP viability	nt	-37	39	12	nt	-9	nt	6

1. CN(C)[C@@H]1C(=O)C(C(N)=O)=C(O)[C@@]2(O)C(=O)C3=C(O)c4c(O)cccc4[C@@](C)(O)[C@H]3C[C@@H]12

assay / entry	1
AID772	8
AID772 condensed nuclei	3
AID772 second	20
AID364	-3%
A549 NSCLC growth	1
HT29 cell growth-1	-17
HT29 cell growth-1 condensed nuclei	2.5
HT29 cell growth-1 ATP viability	-10
HT29 cell growth-2	-29
HT29 cell growth-2 condensed nuclei	1.7
HT29 cell growth-2 ATP viability	nt

# This is a subset; the hit share may differ from the screen's.
